Screening data deposited in PubChem by several laboratories.
proKLK7 act – proKLK7 (human) activation, primary screen; P49862; purified proKLK7, EDANS-DABCYL substrate fluorescence; 100% is mature enzyme control, 0% vehicle; activation, % at 7 µM; hit rate 0.9% among 370,000;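 active = activation above the mean of all tested compounds plus 3 SD, computed per campaign excluding outliers beyond control limits, cut at about 13% in these data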
Target sequence (P49862 whole entry, looked up): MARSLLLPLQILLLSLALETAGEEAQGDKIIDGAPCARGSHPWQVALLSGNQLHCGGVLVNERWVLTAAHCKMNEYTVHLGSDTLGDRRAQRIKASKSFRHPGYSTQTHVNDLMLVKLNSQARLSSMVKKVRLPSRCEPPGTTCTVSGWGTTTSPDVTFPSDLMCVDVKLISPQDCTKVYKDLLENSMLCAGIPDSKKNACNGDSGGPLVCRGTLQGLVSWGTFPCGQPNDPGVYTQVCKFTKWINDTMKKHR
ssDAF12 agonist – activates DAF-12 receptor from parasite S. stercoralis | HEK293 ssDAF-12/GRIP1 lit1-tk-luc reporter, luminescence; % of 3 µM dafachronic acid response | activation, % at 6.8 µM | hit rate 1% among 370,000 | AID 652126;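 active = activation above the mean over all tested compounds plus 3 SD, cut at about 0.9% in these data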;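 note: 0% = DMSO-only wells and 100% = 3 µM delta7-dafachronic acid wells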
GAA850 FXN act – frataxin GAA850 promoter activation; HEK293 lucGAA850 FXN promoter luciferase reporter, 24 h; percent of 10 µM SAHA response; activation, % at 6 µM; hit rate 0.56% among 360,000;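 active = activation above the average of all compounds screened plus 3 SD, cutoff fixed separately per campaign, cut at about 7.5% in these data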;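 note: 0% = DMSO wells and 100% = 10 µM SAHA wells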
GC-B act – GC-B (human) receptor activation. activation, % at 10 µM. HEK293-GC-B cells, CNP EC30, cGMP TR-FRET; 0% at EC30 CNP, 100% saturating CNP. hit rate 0.11% among 370,000. AID 1920062;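 active = activation at 10 µM reaching about 35% in either raw or pattern-adjusted values, limit read from the data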
hcDAF12 agonist – activates DAF-12 receptor from parasite H. contortus; activation, % at 6.8 µM; HEK293 hcDAF-12 lit1-tk-luc reporter, luminescence; 0% DMSO, 100% Δ7-dafachronic acid; AID 652067; hit rate 1.4% among 370,000;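 active = activation above the mean of all tested compounds plus 3 SD, cut at about 5.5% in these data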;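 note: 100% = response to 3 µM Δ7-dafachronic acid high control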
DAX1 inh-1 – inhibitors of human orphan nuclear receptor DAX1 (NR0B1); inhibition, % at 6.75 µM; hit rate 0.99% among 340,000; AID 504766; HEK293 Gal4-DAX1 luciferase reporter, luminescence;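 active = inhibition above the mean over all tested compounds plus 3 SD, cut at about 4.2% in these data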;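 note: 0% = DAX1-transfected cells with DMSO and 100% = empty-vector control cells with DMSO; inhibition shows as a rise in luminescence from relieved DAX1 repression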
Target sequence (P51843 207-470 limits assumed): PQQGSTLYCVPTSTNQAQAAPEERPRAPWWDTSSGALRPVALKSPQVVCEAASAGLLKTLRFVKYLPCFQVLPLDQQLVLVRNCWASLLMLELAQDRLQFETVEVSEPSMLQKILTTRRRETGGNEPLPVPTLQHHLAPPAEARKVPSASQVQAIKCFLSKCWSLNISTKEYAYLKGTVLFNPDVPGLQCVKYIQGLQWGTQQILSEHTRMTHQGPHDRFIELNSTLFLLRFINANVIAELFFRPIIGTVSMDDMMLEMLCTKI
DAX1 inh-2 – DAX1 (NR0B1) inhibition, primary screen | HEK293T StAR-luciferase reporter, SF-1/DAX-1 repression relief | inhibition, % at 6.8 µM | hit rate 1.1% among 370,000 | AID 652010;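 active = inhibition above the mean over all tested compounds plus 3 SD, cut at about 3.6% in these data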;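 note: 0% = DAX-1 cells with DMSO and 100% = cells lacking DAX-1 with DMSO; higher inhibition means more luminescence from relief of DAX-1 repression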
GC-A act – GC-A (human) enzyme activation; HEK293 GC-A cells, cGMP TR-FRET, EC30 ANP; 0% at EC30 ANP, 100% saturating ANP; activation, % at 10 µM; hit rate 0.14% among 370,000; in the data active = activation above about 40%
HGIII-sPLA2 inh – Blocks human group III sPLA2 activity. Q9NZ20. QFRET BODIPY PC-A2 liposome hydrolysis, fluorescence. inhibition, % at 12.2 µM. hit rate 0.56% among 370,000;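 active = inhibition above mean plus 3 SD of compounds lying within the high and low control bounds, cut at about 19% in these data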;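 note: 0% = median of test compound wells and 100% = no enzyme DMSO wells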
Target sequence (Q9NZ20 whole entry, looked up): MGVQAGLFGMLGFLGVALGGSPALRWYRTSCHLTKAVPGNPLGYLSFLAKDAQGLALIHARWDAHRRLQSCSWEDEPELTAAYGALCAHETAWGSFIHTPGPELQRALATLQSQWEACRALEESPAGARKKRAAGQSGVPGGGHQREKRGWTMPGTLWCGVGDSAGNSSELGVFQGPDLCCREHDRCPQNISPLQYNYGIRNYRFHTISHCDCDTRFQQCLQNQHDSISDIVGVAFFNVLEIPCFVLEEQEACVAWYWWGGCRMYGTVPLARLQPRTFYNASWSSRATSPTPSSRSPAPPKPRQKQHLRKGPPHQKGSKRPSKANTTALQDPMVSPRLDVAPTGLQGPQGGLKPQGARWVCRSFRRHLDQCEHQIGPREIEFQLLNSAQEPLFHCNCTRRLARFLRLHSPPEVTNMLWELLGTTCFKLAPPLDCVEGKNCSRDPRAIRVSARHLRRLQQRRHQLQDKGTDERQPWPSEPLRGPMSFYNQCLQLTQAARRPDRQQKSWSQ
hgDAF-12 ag – hgDAF-12 agonism, primary luciferase screen | HEK293 GAL4-hgDAF12 UAS-luciferase reporter, agonist luminescence; normalized to butyrate control | activation, % at 6.8 µM | hit rate 1.8% among 370,000;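 active = activation above a cutoff set at the mean of all screened compounds plus 3 SD, cut at about 10% in these data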;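 note: 0% = DMSO wells and 100% = sodium butyrate wells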
SMARCA2 activ – activators of SMARCA2 function; MG213 cells, MMTV-luciferase reporter, dexamethasone, overnight; activation, % at 9.1 µM; hit rate 1% among 370,000; in the data active = activation above about 7.8%;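 note: 0% = vehicle wells and 100% = reference activator wells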
* = called active by the depositor; / = not tested or not shown. The order is random. Share with any hit: about 6.7%.

item	smiles	proKLK7 act	ssDAF12 agonist	GAA850 FXN act	GC-B act	hcDAF12 agonist	DAX1 inh-1	DAX1 inh-2	GC-A act	HGIII-sPLA2 inh	hgDAF-12 ag	SMARCA2 activ
1	CCCOc1ccc(C(=O)CCN2CCCCC2)cc1	-0.6	-1.0	-3.8	-14	0.2	1.6	-0.2	24	1	1.3	1
2	CCN(CC(=O)Nc1c(F)cccc1F)C(=O)c1ccc(N2C(=O)c3ccccc3C2=O)cc1	0.2	-0.6	-1.5	3	1.8	-0.7	0.0	-2	6	-2.2	-1
3	CCc1ccc(NC(=O)CSc2nc3c(c(=O)n(C)c(=O)n3C)n2C)cc1	-0.3	-1.1	-1.4	-2	-0.4	2.2	-0.7	4	-6	1.2	-1
4	CCc1c(C)c(C#N)c2nc3ccccc3n2c1NCC1CCCO1 (stereo not given)	1.8	-1.7	0.1	11	-2.4	-1.6	-1.8	14	-3	-3.0	3
5	CS(=O)(=O)N1CCN(c2ccccc2NC(=O)c2ccc(-c3ccc(Cl)cc3Cl)o2)CC1	-4.4	-0.9	-0.7	-4	-0.9	-0.1	-0.6	1	4	2.4	0
6	CCN(CC)S(=O)(=O)c1ccc(Cl)c(C(=O)Oc2cccc(-c3cnc4ccccc4n3)c2)c1	-0.3	-0.7	2.1	1	-0.2	0.5	0.3	4	-4	-1.3	2
7	Cc1ccc(-n2c(SCC(=O)Nc3ccc4c(c3)OCO4)nnc2-c2ccoc2C)cc1	0.5	-0.5	-3.3	-13	0.3	-0.5	0.0	-16	6	2.4	0
8	CCCOc1ccc(N2C(=O)CC(N(CCC)C(=O)CCC(=O)O)C2=O)cc1 (stereo not given)	0.4	-1.3	1.9	5	-1.5	2.5	-0.2	-2	-3	2.5	1
9	COCCn1c(N)c(S(=O)(=O)c2cccs2)c2nc3ccccc3nc21	56*	-1.2	-1.6	-12	-1.6	0.3	-0.9	-12	2	-5.4	-4
10	O=C(CC(C(=O)N1CCc2ccccc21)n1ccnc1)NCc1cccnc1 (stereo not given)	0.1	-0.9	0.9	-2	2.8	0.0	0.3	4	3	0.8	-2
11	COc1ccc(N(Cc2cc3ccccc3[nH]c2=O)C(=O)C2CCCO2)cc1 (stereo not given)	0.5	-0.3	2.3	-10	-0.3	-0.8	0.6	-6	6	-0.9	0
12	CCCCCC(=O)NNC(=S)NC(=O)c1ccccc1[N+](=O)[O-]	0.1	-0.5	-0.4	2	1.5	-0.5	-0.6	3	21*	-1.7	-4
13	CC(=O)N1CCc2cc(S(=O)(=O)CCC(=O)NCc3ccc(C)o3)ccc21	0.1	-0.8	-0.1	1	-1.4	0.2	-0.3	-3	2	-0.8	0
14	C[C@@H]1CN([C@H](C)CO)S(=O)(=O)c2ccc(Br)cc2O[C@@H]1CN(C)Cc1ccc(C(=O)O)cc1	0.7	-0.4	0.6	3	-0.9	1.2	-0.8	-2	-4	2.0	-2
15	Cc1c(/C=C/C(=O)c2ccc(C(C)C)cc2)cnn1C	-0.6	-2.0	5.0	1	-2.1	-0.3	-0.8	5	-6	2.5	0
16	O=C(CSc1ccc(Cl)cc1)Nc1ccc(N2CCN(C(=O)c3ccco3)CC2)cc1	-0.1	-1.3	-5.5	7	0.7	0.9	-0.1	-3	7	-1.5	-1
17	O=C(Nc1cccc2ccccc12)c1ccc2sc([C@@H]3O[C@H](CO)[C@H](O)[C@H](O)[C@H]3O)nc2c1	0.7	-1.7	0.6	-6	-2.2	/	-0.7	1	-6	-0.4	-1
18	COc1ccc(C(=O)NC(=O)Nc2ncccc2C)cc1	-0.5	-0.1	4.1	3	1.7	1.4	0.9	-1	1	5.5	3
19	CC(C)(C)NC(=O)C1CCN(S(=O)(=O)c2cccc(C(F)(F)F)c2)CC1	-0.3	-1.6	-1.1	-1	-1.6	-0.1	-0.5	-1	-3	-0.8	0
20	COc1cc(NC(=O)c2csc3c2CCCC3)ncn1	0.0	-0.2	5.3	1	0.5	3.5	2.5	4	-5	12*	4
21	COc1ccc(CC(NC(C)=O)C(=O)NC2CCN(C(=O)c3ccc(OC)c(OC)c3)CC2)cc1OC (stereo not given)	0.1	-1.7	2.8	0	-1.7	0.6	-0.6	2	2	-0.4	5
22	Cc1ccc(-c2cc(-c3ccc(F)cc3)n[nH]2)c(O)c1	-0.4	4.8*	7.5	-2	20*	12*	2.4	15	-40	18*	5
23	COc1ccc(NC(=S)N(CCCN2CCN(C)CC2)Cc2cccs2)cc1	0.2	-1.1	-1.4	-7	-0.5	-0.9	0.6	4	15	-1.5	0
24	CCN(CC)S(=O)(=O)c1ccc(NC(=O)C2CCCN(C(=O)c3ccc(Cl)cc3)C2)cc1 (stereo not given)	0.0	-2.0	-2.5	-2	-1.9	-2.7	-0.5	-4	-42	-4.1	-3
25	CC1CC(=O)Nc2ccccc2N1S(=O)(=O)c1ccc(C#N)cc1 (stereo not given)	-0.4	-0.3	2.2	7	1.0	0.4	-0.7	-1	3	-1.0	3
26	CC(=O)Oc1ccc2c(=O)c(Oc3ccccc3)coc2c1OC(C)=O	0.6	-0.7	1.8	-2	-1.0	0.2	-0.6	-1	2	-2.1	-1
27	O=C(O)Cn1c(=O)c2cccn2c2ccccc21	0.0	-1.8	-0.1	2	-0.9	3.3	-0.1	1	-4	-0.9	-1
28	CCN1CCN(C(=O)c2cc3c(-c4ccc(Cl)cc4)nn(C)c3s2)CC1	3.8	1.2*	2.0	1	7.6*	4.5*	0.8	2	-2	3.7	-1
29	CCN(CC)S(=O)(=O)c1ccc(N2CCN(C)CC2)c(NC(=O)Nc2ccccc2F)c1	0.0	-1.4	-0.1	-1	-2.7	-2.3	0.1	-5	-8	-2.7	-5
30	CCOC(=O)c1sc(NC(=O)CSc2nc(C)cc(C)c2C#N)c(C#N)c1C	0.2	-0.9	0.8	0	-0.6	0.3	0.3	2	-1	-1.8	2
31	O=C(O/N=C(/c1ccccc1)c1ccncc1)c1ccccc1[N+](=O)[O-]	-0.4	-0.7	0.5	-6	-0.4	-0.8	1.4	-4	-3	0.3	0
32	O=S(=O)(c1cccc(Cl)c1)N1CCN(S(=O)(=O)c2ccc3c(c2)OCCO3)CC1	-0.3	-0.5	0.4	2	-0.1	0.5	0.7	-1	7	-1.1	-1
33	CN(C)c1ncc(CN2CCC(C(=O)Nc3ccc(-n4cccn4)cc3)CC2)s1	-0.3	-0.4	0.4	-2	-0.6	0.0	1.7	2	1	2.6	2
34	O=C(O)c1cccc(N2CCCCS2(=O)=O)c1	-0.1	-0.9	0.5	-3	-0.8	1.4	0.2	0	6	0.2	0
35	CCC(=O)Nc1ccc(C(=O)OCC(=O)c2ccc(C)c([N+](=O)[O-])c2)cc1	-0.3	-1.7	2.6	-3	0.4	-1.9	-1.3	-1	-11	0.4	1
36	COc1cccc2cc(C(C)N(CCCN3CCOCC3)C(=S)Nc3cc(C)ccc3C)oc12 (stereo not given)	0.1	-0.9	-1.8	-7	-1.3	0.1	-0.1	-9	10	0.3	-1
37	CC(C)C1Cc2[nH]c(=O)c(C(=O)O)cc2CO1 (stereo not given)	0.2	-0.9	-1.0	1	-1.6	-0.8	0.3	2	0	3.3	-3
38	COc1ccc(CCC(=O)Nc2ccc3c(c2)OCO3)cc1	-0.1	-0.9	3.1	0	0.2	0.9	-0.1	-1	15	0.6	-2
39	CC(NC(=O)COc1ccc(/C=N/NC(=O)CO)cc1)c1ccccc1 (stereo not given)	-0.2	0.2	1.3	1	3.1	1.4	-0.2	3	3	3.7	-1
40	COc1ccc(CC(=O)Nc2cccc3ncccc23)cc1OC	-0.2	-1.4	3.0	5	1.0	-0.2	-0.3	-1	-2	-2.7	-1
41	Cc1cc(O)ccc1NC1=CC(=O)CC(C)(C)C1	-0.2	-1.2	0.8	5	-1.6	-0.7	-0.5	1	-22	0.1	-2
42	Cc1cc(C)n2c(Nc3ccc4c(c3)OCCO4)c(C(C)C)nc2n1	1.2	-1.3	/	11	-3.6	/	-2.0	1	2	2.5	0
43	O=C(Cc1ccccc1F)Nc1nc2ccccc2[nH]1	-0.5	-1.4	4.2	-6	0.4	0.0	-0.1	7	2	4.3	5
44	Cc1ccc(C)c(S(=O)(=O)Nc2ccc(C(=O)NCC(c3ccco3)N3CCCCC3)cc2)c1 (stereo not given)	0.7	-0.9	0.8	2	1.1	-0.1	-0.2	1	-31	-0.4	-3
45	COc1ccc(C(=O)c2[nH]c(N)c(C(=O)NCCc3c[nH]c4ccccc34)c2-c2ccc(Cl)cc2)cc1	-0.8	1.9*	/	-5	3.2	/	1.9	-4	-50	-0.5	-2
46	Nc1cc(Cc2ccccc2)ccc1O	-1.4	-1.3	-2.9	-1	-0.6	-3.0	-2.0	2	4	-2.2	-2
47	Cc1ccccc1CSc1nnc(NC(=O)C2COc3ccccc3O2)s1 (stereo not given)	0.6	-1.0	1.4	1	-1.4	1.8	0.1	1	-16	0.0	-2
48	COc1ccc(NC(=O)N(C)C[C@H]2Oc3c(NC(=O)c4ccncc4)cccc3C(=O)N([C@H](C)CO)C[C@@H]2C)cc1	-0.3	-1.2	-0.9	0	-0.2	-0.4	0.8	-2	3	-2.5	-1
49	CN(Cc1ccccc1)C(=S)NC(=O)c1cccs1	0.5	-1.1	0.1	-1	2.3	0.1	-2.2	2	16	1.9	0
50	CC(=O)C[C@@H](O)CC(=O)[C@H]1OC(=O)CC/C=C\Cc2ccccc21	-0.2	-0.8	-0.2	4	-2.1	2.5	0.1	5	0	-1.3	-2
51	O=S1(=O)N=C2CCCN2C(c2ccc(F)cc2)N1 (stereo not given)	-0.1	-0.4	-1.0	4	-1.7	1.4	-4.9	4	8	0.3	-2

Complete entries, looked up by structure. Order of screens: proKLK7 act, ssDAF12 agonist, GAA850 FXN act, GC-B act, hcDAF12 agonist, DAX1 inh-1, DAX1 inh-2, GC-A act, HGIII-sPLA2 inh, hgDAF-12 ag, SMARCA2 activ
CCc1ccc(NC(=O)CSc2nc3c(c(=O)n(C)c(=O)n3C)n2C)cc1 across the screens: -0.3, -1.1, -1.4, -2, -0.4, 2.2, -0.7, 4, -6, 1.2, -1
CC(C)(C)NC(=O)C1CCN(S(=O)(=O)c2cccc(C(F)(F)F)c2)CC1 across the screens: -0.3, -1.6, -1.1, -1, -1.6, -0.1, -0.5, -1, -3, -0.8, 0
CN(C)c1ncc(CN2CCC(C(=O)Nc3ccc(-n4cccn4)cc3)CC2)s1 across the screens: -0.3, -0.4, 0.4, -2, -0.6, 0.0, 1.7, 2, 1, 2.6, 2
CC1CC(=O)Nc2ccccc2N1S(=O)(=O)c1ccc(C#N)cc1 (stereo not given) across the screens: -0.4, -0.3, 2.2, 7, 1.0, 0.4, -0.7, -1, 3, -1.0, 3
CC(=O)C[C@@H](O)CC(=O)[C@H]1OC(=O)CC/C=C\Cc2ccccc21 across the screens: -0.2, -0.8, -0.2, 4, -2.1, 2.5, 0.1, 5, 0, -1.3, -2
